# DAGLB inh: diacylglycerol lipase beta (human) inhibition; Q8NCG7; HEK293T DAGLB membrane lysate, EnzChek fluorogenic substrate; inhibition, % at 5.17 µM; 0.059% of 340,000 active; AID 504411; in the data active = inhibition above about 34%;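 note: 0% = enzyme with vehicle and 100% = wells lacking enzyme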
# Target sequence (Q8NCG7 whole entry, looked up): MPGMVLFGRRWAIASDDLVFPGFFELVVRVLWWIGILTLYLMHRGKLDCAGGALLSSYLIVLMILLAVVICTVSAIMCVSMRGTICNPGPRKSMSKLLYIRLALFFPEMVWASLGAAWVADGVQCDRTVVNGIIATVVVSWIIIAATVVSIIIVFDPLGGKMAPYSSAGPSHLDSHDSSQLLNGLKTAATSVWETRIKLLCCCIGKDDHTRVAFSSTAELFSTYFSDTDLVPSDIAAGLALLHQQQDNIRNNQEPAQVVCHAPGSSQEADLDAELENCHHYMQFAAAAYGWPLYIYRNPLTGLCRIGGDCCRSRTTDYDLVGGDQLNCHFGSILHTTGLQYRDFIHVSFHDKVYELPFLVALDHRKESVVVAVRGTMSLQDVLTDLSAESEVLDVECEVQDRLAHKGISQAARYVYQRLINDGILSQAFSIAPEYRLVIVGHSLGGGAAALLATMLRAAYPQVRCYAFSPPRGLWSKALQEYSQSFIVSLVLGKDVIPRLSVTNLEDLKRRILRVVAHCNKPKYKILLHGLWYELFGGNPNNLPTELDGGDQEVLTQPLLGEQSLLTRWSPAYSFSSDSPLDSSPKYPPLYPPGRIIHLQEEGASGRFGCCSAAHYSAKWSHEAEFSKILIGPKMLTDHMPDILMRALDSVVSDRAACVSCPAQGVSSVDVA
# Rtt109 HAT inh: inhibitors of Candida albicans Rtt109/Vps75 histone acetyltransferase. purified Rtt109/Vps75, ThioGlo CoA-SH fluorescence, 4 h. inhibition, % at 34.9 µM. 0.16% of 330,000 active;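 active = inhibition of at least 50% in every replicate; inconclusive = best replicate reaches 50% inhibition but some replicates fall short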
# Target sequence (Q5AAJ8 whole entry, looked up): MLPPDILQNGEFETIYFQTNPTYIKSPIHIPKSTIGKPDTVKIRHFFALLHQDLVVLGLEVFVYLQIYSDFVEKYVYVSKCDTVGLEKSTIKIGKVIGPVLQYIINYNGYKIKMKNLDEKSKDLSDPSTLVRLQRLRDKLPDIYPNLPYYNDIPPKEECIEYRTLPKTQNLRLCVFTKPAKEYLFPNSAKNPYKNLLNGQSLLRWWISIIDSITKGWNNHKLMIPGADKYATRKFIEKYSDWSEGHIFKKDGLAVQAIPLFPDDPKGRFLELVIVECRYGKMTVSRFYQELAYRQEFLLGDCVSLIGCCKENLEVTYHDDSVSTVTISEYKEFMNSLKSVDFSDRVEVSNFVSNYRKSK
# CAL PDZ inh: human CAL PDZ-peptide interaction inhibition | purified CAL PDZ, TMR-peptide fluorescence polarization, 1 h | inhibition, % at 20 µM | 0.02% of 330,000 active | AID 504414;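 active = highest replicate inhibition of at least 40%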;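 note: plate controls were DMSO neutral control wells for no effect and unlabeled competitor peptide control wells for full effect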
#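 Assay system – tagged CAL PDZ protein CerCALP, purified · Timing – 1 h at RT · Compound – single point, 20 µM · Measured by – fluorescence polarization from S- and P-plane intensities, G-factor corrected · Evaluation – inhibition from polarization loss · Probe or stimulus – TMR reporter peptide T*-PRC34 · Buffer or medium – pH 7.4 phosphate-saline buffer, reducing agent, detergent, IgG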
# phage Ecoli inh: E. coli growth loss with phage present; AID 651602; 0.26% of 360,000 active; inhibition, % at 11.9 µM; growth absorbance; in the data active = inhibition above about 11%
# Tat export inh: E. coli Tat transport inhibition. E. coli MC4100 TorA-mCherry Tat export, fluorescence. AID 488895. inhibition, % at 10 µM. 0.036% of 340,000 active;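 active = mean replicate inhibition at least 50% and at least half of replicates individually reaching 50%; inconclusive = only one of the two criteria met; inactive = neither criterion met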;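 note: exported cargo escapes ClpAP degradation while cytoplasmic cargo is degraded and loses fluorescence; 0% = median of neutral control wells and 100% = median of NaSCN control wells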
# PfHsp90 set2: reduces growth (ATP signal) of yeast expressing P. falciparum Hsp90; S. cerevisiae expressing PfHsp90, BacTiter-Glo ATP, 48 h; yeast lacking PDR1 and PDR3 efflux regulators; inhibition, % at 9.4 µM; 0.32% of 310,000 active; AID 504621;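 active = every replicate shows inhibition above about 80%, whatever the replicate mean, limit read from the data; inconclusive = mean inhibition reaches the set limit but some replicate falls short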;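 note: 0% = DMSO neutral controls and 100% = 20 µM radicicol positive controls; yeast relying on Plasmodium falciparum Hsp90 in place of its own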
# Ecoli viability: bacterial growth inhibition, counter-screen for AddAB inhibitors | inhibition, % at 11.9 µM | AID 449728 | 0.27% of 330,000 active | E. coli V3065 growth, OD600 absorbance, 18 h;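 active = inhibition above the campaign's mean inhibition across all tested compounds plus 3 SD, cut at about 9.9% in these data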;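 note: uninfected addAB+ strain grown without phage in ampicillin broth; 0% = DMSO wells and 100% = ciprofloxacin 0.95 µg/ml wells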
# AddAB inh: less growth of phage-infected E. coli with AddAB | E. coli expressing H. pylori AddAB, absorbance growth | inhibition, % at 11.9 µM | 0.29% of 330,000 active | AID 435030; in the data active = inhibition above about 12%;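 note: 0% = vehicle wells of infected cells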
# PvdQ acylase: blocks Pseudomonas aeruginosa PvdQ acylase activity. purified PvdQ acylase, fluorescence plate reader. inhibition, % at 10 µM. 0.063% of 340,000 active. AID 488965; in the data active = inhibition above about 30%, passing the limit was not always enough; inconclusive = no clear call, values can overlap the other calls;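 note: 0% = vehicle neutral wells and 100% = reference inhibitor wells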
# Wnt bcat act: activates Wnt/beta-catenin signaling in a reporter cell assay. activator, plate reader. activation, % at 9.35 µM. 1.2% of 300,000 active; in the data active = activation above about 30%, passing the limit was not always enough; inconclusive = no clear call, values can overlap the other calls;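 note: 0% = neutral control wells and 100% = positive control wells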
# An asterisk follows results filed as active; ? = inconclusive; · = not tested or not shown.
SMILES,DAGLB inh,Rtt109 HAT inh,CAL PDZ inh,phage Ecoli inh,Tat export inh,PfHsp90 set2,Ecoli viability,AddAB inh,PvdQ acylase,Wnt bcat act
Cc1cc2oc(C(=O)Nc3ccc(S(=O)(=O)N4CCCC(C)C4)cc3)cc(=O)c2cc1Cl (stereo not drawn),0,-6,-0.2,3.9,-8,-15,0.4,3.2,-15,·
CC(C)(CCO)Nc1ncnc2onc(-c3ccc(F)cc3)c12,-2,·,-0.6,-1.5,0,13,0.0,3.4,6,1
COC(=O)NCN1C(=O)C2C3C=CC(C3)C2C1=O (stereo not drawn),-1,-3,0.3,2.6,-3,5,-1.3,1.1,-7,0
CCn1c(SCC(=O)NNC(=O)c2ccc(C)cc2)nnc1-c1ccco1,·,-20,-0.3,4.9,-4,3,-1.8,1.2,1,-2
N#Cc1cc2c(nc1SCc1ccc(Cl)cc1)CCCC2,-2,1,-1.4,1.2,6,-37,-1.1,0.0,-2,-2
O=C(CS(=O)CC(=O)NC12CC3CC(CC(C3)C1)C2)Nc1ccc(F)cc1 (stereo not drawn),1,16,-3.1,2.7,3,-1,-0.3,3.1,10,-3
CCOC(=O)/C(=C\c1ccccc1)C(=O)CCN1CCOCC1,1,-1,0.4,-0.7,-6,45,·,·,-22,-2
CCCN(C(=O)c1nc2nc(C)cc(C)n2n1)c1c(N)n(Cc2ccccc2)c(=O)[nH]c1=O,2,2,0.1,2.9,2,-14,-0.3,0.3,-13,-1
CCOc1ccccc1Nc1ccc(C(=O)O)cc1[N+](=O)[O-],10,4,5.5,2.0,-1,·,-0.5,2.0,1,9
CCN1CCn2c3c(c4cc(C)ccc42)CCCC31 (stereo not drawn),-3,22,-0.3,1.4,11,6,0.1,0.9,14,·
Cc1ccc(OCCCCN2CCC(C)CC2)cc1,0,-6,-1.8,·,-5,2,-1.0,1.9,-13,·
Cc1cc2c(cc1C)-c1c(ssc1=Nc1ccc(S(N)(=O)=O)cc1)C(C)(C)N2,2,7,-0.7,3.1,-1,0,-0.9,-1.9,-7,-3
CC1(C)Nc2ccccc2C(=O)N1c1ccc(Br)cc1,-3,3,-3.9,-1.0,0,-12,0.0,3.5,-11,66*
O=C(CCl)Nc1cccn2ncnc12,1,-9,-0.4,0.9,-9,26,2.1,6.5,-1,·
CCCCC(=O)N1CC(=O)Nc2ccc(F)cc2C1c1ccc(F)cc1 (stereo not drawn),-1,0,-0.1,-1.4,3,19,0.5,-0.3,-9,2
CC1(c2nnc(-c3ccc(Cl)cc3)o2)CC(c2ccc([N+](=O)[O-])cc2)=NO1 (stereo not drawn),0,0,-0.1,0.4,3,-1,-1.4,3.9,-7,-2
COc1ccc(OCCNC(=O)c2cccc(Oc3ccc(C(F)(F)F)cc3[N+](=O)[O-])c2)cc1,-2,-8,0.0,2.5,1,-28,-1.2,-1.1,-3,·
COc1ccc(/C=N/NC(=O)c2ccccc2[N+](=O)[O-])cc1CN1CCc2cc(OC)c(OC)cc2C1C (stereo not drawn),1,7,-2.6,1.4,-6,·,-1.6,-2.0,-15,2
C=C(C)C1CC=C(CN2CC(C)OC(C)C2)CC1 (stereo not drawn),-4,-1,·,-0.2,0,15,2.1,0.9,-12,·
COc1ccc(NC(=O)CC2(CC(=O)O)CCCC2)cn1,0,0,1.1,2.5,?,·,1.1,-1.3,-3,0

# Just Tat export inh, DAGLB inh and Wnt bcat act (2 entries from above):
compound	Tat export inh	DAGLB inh	Wnt bcat act
CCCN(C(=O)c1nc2nc(C)cc(C)n2n1)c1c(N)n(Cc2ccccc2)c(=O)[nH]c1=O	2	2	-1
N#Cc1cc2c(nc1SCc1ccc(Cl)cc1)CCCC2	6	-2	-2

# Next results:
SMILES,DAGLB inh,Rtt109 HAT inh,CAL PDZ inh,phage Ecoli inh,Tat export inh,PfHsp90 set2,Ecoli viability,AddAB inh,PvdQ acylase,Wnt bcat act
CCOC(=O)C1C2C=CC3(CN(Cc4ccco4)C(=O)C13)O2 (stereo not drawn),0,7,-3.7,0.3,-8,-43,-1.6,0.5,5,·
Cc1cccc(OCC(O)CN2CCOCC2)c1 (stereo not drawn),-1,4,-1.5,-1.8,23,-4,·,·,-19,0
O=C1CC(Cc2ccc(Cl)cc2)C(=O)N1c1cc(Cl)ccn1 (stereo not drawn),-3,-8,0.6,3.0,7,-4,-1.1,2.0,-18,2
CC(Sc1ccc(Cl)cc1)C(=O)Nc1ccccc1C(=O)N1CCOCC1 (stereo not drawn),2,-1,-1.0,-0.2,-8,2,2.1,2.4,-9,·
CCN1CCN(c2ccc(NC(=O)CCc3c(C)nc4c(-c5ccc(F)cc5)c(C)nn4c3C)cc2)CC1,3,1,-4.3,3.8,5,-20,-4.8,-2.1,-7,-4
CC(=O)NC(Cc1ccc(F)c(F)c1)C(=O)NC1CCN(S(=O)(=O)c2ccc(C)cc2)CC1 (stereo not drawn),0,-9,-2.5,2.8,10,-17,·,·,-5,-1
C[C@@H]1COC(=O)[C@@H](CC(=O)OC(C)(C)C)C/C=C\C[C@@H](CC(=O)N(CCO)Cc2ccccc2)C(=O)N1,-1,6,0.1,3.2,1,26,1.2,2.5,-16,-2
O=C1OC(c2ccccc2)=N/C1=C\N1CCCCC1,-1,-11,-0.3,1.3,1,-19,-0.3,1.0,-2,-1
CN(C)C(=S)NC(=O)C12CC3CC(C)(CC(C)(C3)C1)C2,1,-13,-0.5,1.7,-3,10,0.6,-0.5,-16,-1
O=C(Nn1cnc2ccccc2c1=O)c1ccccc1[N+](=O)[O-],-3,-4,-2.4,3.1,8,-52,-0.2,2.5,-9,-1
CCCOc1ccc(N2C(=O)CC(SC(=NCC)Nc3cccc(F)c3)C2=O)cc1 (stereo not drawn),-5,13,0.0,-0.3,4,-12,-1.8,3.1,6,0
COc1ccccc1C(=O)N1CCNC(=O)C1CC(=O)Nc1cccc(C)c1 (stereo not drawn),0,5,-2.1,2.4,-1,-5,0.7,-0.3,1,-1
COc1cc(C)ccc1OCCCOc1ccccc1Cl,-18,-4,-0.5,-0.5,6,-2,-1.1,3.2,-6,·
O=C(c1nnc(Cc2ccc(Cl)cc2)o1)N1CCOCC1,-1,4,-0.4,3.4,1,-13,0.7,0.9,-15,-2
O=[N+]([O-])c1ccc(COc2ccc(Br)cc2CN2CCOCC2)cc1,-2,-6,-0.4,3.8,-3,19,0.2,-1.0,-8,0
CCCC(=O)NC(=S)Nc1cccc2c(O)cccc12,-1,3,-1.5,1.7,2,-12,-3.3,2.4,-7,8
COC(=O)c1cccnc1Oc1ccccc1,-3,4,-1.1,2.1,6,5,-1.3,0.0,2,-2
NCc1c(O)ccc2ccccc12,·,·,·,2.3,·,·,0.6,1.1,·,2
CCOC(=O)C1CCCN(S(=O)(=O)c2cc3c(cc2Cl)NC(=O)CO3)C1 (stereo not drawn),-3,1,-0.4,5.3,0,-3,-1.2,3.0,-10,-3
Cc1cccc(OCC(=O)NCc2nnc3ccc(C(F)(F)F)cn23)c1C,3,-6,-1.9,0.3,7,0,0.3,1.8,-12,-2

# 3 compounds from above, ordered by number of heavy atoms, descending.
SMILES,DAGLB inh,Rtt109 HAT inh,CAL PDZ inh,phage Ecoli inh,Tat export inh,PfHsp90 set2,Ecoli viability,AddAB inh,PvdQ acylase,Wnt bcat act
CCCOc1ccc(N2C(=O)CC(SC(=NCC)Nc3cccc(F)c3)C2=O)cc1 (stereo not drawn),-5,13,0.0,-0.3,4,-12,-1.8,3.1,6,0
COc1cc(C)ccc1OCCCOc1ccccc1Cl,-18,-4,-0.5,-0.5,6,-2,-1.1,3.2,-6,·
O=C1OC(c2ccccc2)=N/C1=C\N1CCCCC1,-1,-11,-0.3,1.3,1,-19,-0.3,1.0,-2,-1

# (more compounds)
SMILES,DAGLB inh,Rtt109 HAT inh,CAL PDZ inh,phage Ecoli inh,Tat export inh,PfHsp90 set2,Ecoli viability,AddAB inh,PvdQ acylase,Wnt bcat act
O=C(c1ccccc1)c1ccc(Cn2cc(CCCO)nn2)cc1,3,-6,-1.0,2.3,-8,-1,-1.0,3.4,-14,-3
COc1ccc(S(=O)(=O)N(NC2=NS(=O)(=O)c3ccccc32)C(=O)C(C)C)cc1,-1,·,-1.7,0.8,0,-7,1.3,2.4,-2,-1
O=C(/C=C/c1ccc(O)c(O)c1)OC(Cc1ccc(O)c(O)c1)C(=O)O (stereo not drawn),-2,-12,-0.5,-1.7,-3,12,2.3,3.7,-8,0
COCCN(C(=O)CCl)C(C(=O)NC1CCCCC1)c1ccccc1C (stereo not drawn),2,2,-0.8,1.7,-10,-1,0.8,1.1,-2,·
CCOC(=O)N1CCN(C(=O)C2CCN(S(=O)(=O)c3ccc(OC)cc3)CC2)CC1,-1,0,-0.1,3.0,2,-25,0.8,-2.8,-9,0
COc1cccc(C(=O)NCCCNC(=O)c2cccnc2)c1,-1,-3,-2.8,1.5,-2,-12,-0.4,2.4,-10,1
[O-]c1n[n+](-c2ccc(Cl)cc2Cl)cc2ccccc12,-1,17,-0.8,6.1,-3,6,-1.1,4.3,8,-1
Cc1cccc(N(C(=O)c2csnn2)C(C(=O)NC(C)(C)C)c2ccncc2)c1 (stereo not drawn),1,25,-2.0,1.1,1,1,0.4,-0.1,3,1
CCCN1C(=S)c2ccccc2C1c1ccccc1 (stereo not drawn),-5,1,·,-2.3,3,-5,0.0,4.7,-2,-1
CCOc1ccc(OCc2ccc(C(=O)N(CC)CC)cc2)cc1,-1,-4,-2.7,0.7,23,·,-2.0,1.6,-7,0
COc1ccc(C2=Nn3c(nnc3-c3ccco3)SC2)cc1,0,13,-7.6,4.2,4,·,-0.6,-0.5,8,·
CN(Cc1cccs1)C(=O)Cc1c[nH]c2ccccc12,0,8,-2.1,2.7,-4,-25,-1.2,0.7,-11,·
Cc1ccc(N2CC(C(=O)N3CCC(C(=O)Nc4nnc(C(C)C)s4)CC3)CC2=O)cc1 (stereo not drawn),2,8,0.1,0.7,11,20,0.3,3.4,-11,-2
Cc1ccc(C(=O)N/N=c2\oc3ccccc3cc2C(N)=O)cc1,1,-6,0.0,1.9,-18,-6,1.0,-1.3,-19,2
CC(C(=O)Nc1ccc([N+](=O)[O-])cc1Cl)N1CCN(S(=O)(=O)c2cccs2)CC1 (stereo not drawn),-7,4,-0.5,1.4,4,-13,0.3,-0.3,10,1
COc1ccc(NC(=O)c2cc(OC)c(OC)c(OC)c2Br)cc1OC,0,4,-1.6,3.1,2,36,1.7,4.9,-12,·
COc1cccc(OCCOCCOc2ccc(C)cc2[N+](=O)[O-])c1,-13,-10,-3.0,1.6,5,3,0.4,0.7,-2,-2
Cc1c(C)c2c(OCC(=O)NCC(=O)NCC(=O)O)cc3c(c2oc1=O)CCC(C)(C)O3,-106,3,-2.2,0.8,3,14,-2.3,-1.3,-7,2
O=C(CCC(=O)N1CCCc2ccccc21)N1CCN(S(=O)(=O)c2ccccc2)CC1,-1,1,-1.0,0.4,-3,-6,0.5,2.7,-17,·
C#CCOCCOCCOCCNc1nc(N2CCOCC2)nc(N2CCN(C(=O)[C@H](CCCCN)n3cc(CCCC)nn3)CC2)n1,-1,13,-0.1,0.7,11,-6,·,·,-11,-3
Cc1cccn2c(=O)c3cc(C(=O)NC4CCCCCC4)sc3nc12,-2,-10,-2.3,1.8,-7,-84,0.4,1.9,-4,2
CC1(C)CC2(CCO1)C(Nc1ccccc1)=NC(=S)N2CC(N)=O (stereo not drawn),-2,-3,0.0,1.4,-2,21,3.2,0.7,8,-1
CCn1cc(CCC(=O)NC2CCCC2)c2ccccc21,-1,11,-1.8,-0.4,-4,2,0.2,-0.2,-9,-1
